Assay outcomes as filed in PubChem.
M1 antag: blocks human M1 muscarinic receptor | CHO-K1 hM1, Fluo-8 calcium fluorescence, ACh EC80 antagonist | inhibition, % at 3 µM | 360,000 compounds, 1.3% hits | AID 588852;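 active means percent inhibition above its own plate's cutoff, namely the mean of that plate's compound wells plus 3 SD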;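 further: peak over basal fluorescence ratio during 140 s after agonist addition; 0% = ACh EC80 plus DMSO and 100% = DMSO alone without agonist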
Target sequence (P11229 whole entry, looked up): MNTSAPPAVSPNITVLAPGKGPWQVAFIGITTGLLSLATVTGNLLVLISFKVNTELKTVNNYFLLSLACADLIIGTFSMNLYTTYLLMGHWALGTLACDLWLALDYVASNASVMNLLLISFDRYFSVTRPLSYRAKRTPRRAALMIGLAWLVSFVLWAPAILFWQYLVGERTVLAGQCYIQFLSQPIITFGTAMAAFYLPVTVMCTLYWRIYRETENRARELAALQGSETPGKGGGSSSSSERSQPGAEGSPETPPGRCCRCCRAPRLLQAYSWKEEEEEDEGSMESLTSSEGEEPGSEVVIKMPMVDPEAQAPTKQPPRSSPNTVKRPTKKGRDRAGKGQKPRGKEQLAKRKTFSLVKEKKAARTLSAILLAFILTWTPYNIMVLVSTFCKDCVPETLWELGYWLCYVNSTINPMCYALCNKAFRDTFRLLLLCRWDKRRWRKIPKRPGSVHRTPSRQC
M1 ag: human M1 muscarinic receptor agonism; 360,000 compounds, 0.33% hits; P11229; activation, % at 3 µM; CHO-K1 hM1, Fluo-8 calcium fluorescence, agonist mode; 0% DMSO, 100% acetylcholine EC100;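 active means activation above the run's mean compound activation plus 3 SD, cut at about 16% in these data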;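 further: peak over basal fluorescence ratio within a 140 s kinetic read after compound addition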
TAAR1 ag: human TAAR1 agonism; 360,000 compounds, 0.99% hits; activation, % at 3 µM; Q96RJ0; CHO RD-HGA16 TAAR1, Fluo-8 calcium fluorescence; vehicle wells 0%, saturating PEA agonist 100%;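 active means activation above the mean activation of all test compounds in the run plus 3 SD, cut at about 38% in these data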
Target sequence (Q96RJ0 whole entry, looked up): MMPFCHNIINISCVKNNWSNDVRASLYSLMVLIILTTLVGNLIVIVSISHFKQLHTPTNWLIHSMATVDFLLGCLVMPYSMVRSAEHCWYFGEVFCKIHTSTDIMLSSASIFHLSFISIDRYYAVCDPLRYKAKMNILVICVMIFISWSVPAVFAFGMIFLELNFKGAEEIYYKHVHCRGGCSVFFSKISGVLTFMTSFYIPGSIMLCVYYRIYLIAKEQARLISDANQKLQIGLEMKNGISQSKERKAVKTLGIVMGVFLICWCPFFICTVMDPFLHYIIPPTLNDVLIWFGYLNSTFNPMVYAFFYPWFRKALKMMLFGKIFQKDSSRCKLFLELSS
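Repeats: no replicates (n 1) | Material: CHO-derived RD-HGA16 cells with stable Gα16 and human TAAR1 | Technique: Kinetic Fluo-8 calcium fluorescence | Schedule: 17-24 h seeding, 75 min 37 °C dye, 30 min RT | Evaluation: % activation from peak over basal fluorescence ratio, DMSO-to-PEA scaled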
V1aR counter: V1a receptor agonism, counter-screen for OXTR agonists | P37288 | CHO-V1R cells, Fluo-8 calcium fluorescence, agonist mode; 0% DMSO, 100% 3 nM vasopressin | activation, % at 3 µM | 320,000 compounds, 0.25% hits | AID 2797;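 active means activation above the mean activation of all tested compounds plus 3 SD, per screening run, cut at about 20% in these data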;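 further: signal is peak over basal fluorescence ratio across a 100 second FLIPR read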
CHO parental Ca: signal in parental CHO cells, OX1R antagonist counter-screen. parental CHO-K1, ATP-induced calcium, Fluo-8 fluorescence. AID 463079. 330,000 compounds, 0.63% hits. inhibition, % at 5.6 µM;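 active means inhibition above that plate's mean sample inhibition plus 3 SD, cut at about 26% in these data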;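 further: 0% = ATP-challenged DMSO wells and 100% = DMSO wells without ATP; some compounds past the cut are filed as inactive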
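Test system: untransfected parental CHO cell line; also added: ATP stimulus; dosing: 5.6 µM, single dose; signal: calcium-sensitive Fluo-8 fluorescence; measure: percent inhibition of ATP-evoked calcium rise, normalized to controls; benchmarks: low control ATP plus DMSO, high control DMSO only; replication: one well per compound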
OXTR agonist: activates the human oxytocin receptor; P30559; CHO-OTR cells, Fluo-8 calcium fluorescence; normalized: DMSO 0%, oxytocin 100%; activation, % at 3 µM; 320,000 compounds, 0.32% hits;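 active means activation above the mean of all tested compounds plus 3 SD, cutoff set per screening run, cut at about 20% in these data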;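 further: peak over basal fluorescence ratio from a 100 s FLIPR kinetic read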
CHRM1 PAM: positive allosteric modulators of human M1 muscarinic receptor. AID 588819. 360,000 compounds, 0.088% hits. P11229. CHO-K1 hM1, Fluo-8 calcium fluorescence, ACh EC20; 0% = ACh EC20, 100% = maximal ACh. activation, % at 3 µM; in the data active means activation above about 19%, passing the limit was not always enough
TAAR1 antag: human TAAR1 antagonism; inhibition, % at 3 µM; CHO RD-HGA16 TAAR1, Fluo-8 calcium fluorescence, antagonist; AID 624466; 360,000 compounds, 1.5% hits;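 active means inhibition above a per-plate cutoff, the mean inhibition of test compounds on that plate plus 3 SD, cut at about 49% in these data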;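 further: 0% = DMSO plus EC80 beta-PEA response and 100% = DMSO alone without agonist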
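System: CHO RD-HGA16 cells bearing hTAAR1. Reagent: EC80 β-phenethylamine stimulus. Schedule: seeding 17-24 h prior, 75-min 37 °C, 30-min RT dye loading. Signal: Fluo-8 intracellular calcium dye fluorescence, real-time kinetic reads. Read-out: % inhibition from peak post-agonist over basal fluorescence ratio. Benchmarks: vehicle wells and EC80 agonist wells. Replicates: n of 1.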
OXTR potentiator: human OXTR potentiation. P30559. CHO-OTR cells, Fluo-8 calcium fluorescence, potentiator mode; 0% = oxytocin EC15, 100% = EC100. activation, % at 3 µM. 320,000 compounds, 0.061% hits. AID 2445;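 active means activation above that plate's cutoff, the mean activation of tested compounds plus 3 SD, cut at about 6.6% in these data, passing the limit was not always enough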;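 further: 100% uses oxytocin at 75 nM as the full agonist control; some results filed as inactive read as strong as hits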
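Assay system: CHO cell line stably expressing human OTR | Also added: Oxytocin at about EC15, sub-maximal agonist stimulus | Times: Compound 6 min at room temperature before oxytocin, 100 s read | Measured by: Fluo-8 intracellular calcium fluorescence, ex 470-495, em 515-575 nm | Controls: EC15 oxytocin alone as 0%, 75 nM oxytocin as 100%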
An asterisk follows results filed as active; nt = not tested or not shown.

SMILES	M1 antag	M1 ag	TAAR1 ag	V1aR counter	CHO parental Ca	OXTR agonist	CHRM1 PAM	TAAR1 antag	OXTR potentiator
O=S(=O)(Nc1ccccc1Cl)c1ccc(-c2ccccn2)s1	-5	-3	-2	0.7	-10	-0.6	4	13	-6
COc1cc(/C=C2\C(=N)N3N=C(S(C)(=O)=O)SC3=NC2=O)cc(OC)c1OCCOc1cccc(C)c1	-18	-2	0	-0.8	-3	-2.1	10	13	-20
O=C(CCC1CC(=O)Nc2ccccc21)NCc1cccnc1 (stereo not drawn)	-7	-3	1	0.4	-7	-0.1	9	-4	-2
COc1ccc(C(CNC(=O)c2ccc(C)c(S(=O)(=O)N3CCOCC3)c2)N2CCCC2)cc1 (stereo not drawn)	6	-9	1	nt	nt	nt	-5	-7	nt
CC(C)CNC(=S)NC1CC2CCC(C1)N2Cc1ccccc1 (stereo not drawn)	3	-11	3	1.4	-13	1.1	-5	-21	-9
CCn1c(SCC(=O)Nc2ccc(Br)cc2)nc2sc3c(c2c1=O)CCN(C)C3	-2	-5	1	0.9	-14	-0.3	-1	-24	-7
CCOC(=O)C1CCCN(CC(=O)Nc2cccc(C(C)=O)c2)C1 (stereo not drawn)	-3	-3	0	-0.5	8	-0.8	8	12	-13
COc1ccc(OCc2cc(C(=O)NCC3CCOCC3)no2)c(Cl)c1	-7	-2	2	1.7	-19	1.2	5	-3	-13
CC(C)(C)c1csc(Sc2ccc([N+](=O)[O-])cn2)n1	-14	-3	1	-1.8	-18	-2.7	12	-1	-7
Cc1ccc(-c2nc3ccccc3c(=O)n2Cc2ccccc2)cc1	-9	-10	6	-0.8	-28	-2.4	4	-5	-12
COc1ccc(CN(C)CC(=O)NCC(=O)Nc2c(C)cccc2C)cc1	0	-3	3	0.6	-27	0.4	-1	-12	-4
C[C@@H]1CN([C@H](C)CO)C(=O)CCCn2nncc2CO[C@H]1CN(C)S(=O)(=O)c1ccc2ccccc2c1	-14	-8	-1	nt	nt	nt	8	-3	nt
C=C(C)c1cccc(C(C)(C)NC(=O)N(Cc2ccccc2)Cc2ccco2)c1	1	-3	11	0.6	-8	0.2	3	27	-7
CN(C)CCCN(C(=O)COc1ccccc1)c1nc2cc3c(cc2s1)OCCO3	10	0	4	5.3	-19	6.7	-2	-12	-6
O=C(Nc1nc(-c2cccc([N+](=O)[O-])c2)cs1)C(c1ccccc1)c1ccccc1	-10	-2	5	-0.3	-10	-0.3	9	29	-7
O=C(C1=C(O)C(=O)N(CCN2CCOCC2)C1c1ccc(Cl)cc1)c1cc2ccccc2o1 (stereo not drawn)	-12	-3	5	0.4	-18	0.1	13	-20	-2
O=C(Nc1ccccc1C(=O)NC(Cc1ccc(O)cc1)C(=O)O)c1ccccc1 (stereo not drawn)	-2	-6	5	1.7	11	0.3	2	4	-3
O=C(COC(=O)CSc1ccccc1)NCCNC(=O)COC(=O)CSc1ccccc1	2	-2	5	1.6	-21	0.7	0	10	-4
Fc1ccc(Oc2cnc3ccccc3n2)cc1	-5	-7	3	-0.2	-6	-2.0	6	14	0
COc1ccc(CCCC(=O)NC(C)c2ccccc2)cc1 (stereo not drawn)	-14	-8	-1	-0.5	-15	-2.8	19	13	1
Cc1cc2n(n1)C(c1ccccc1)CC(c1ccc(Br)cc1)=N2 (stereo not drawn)	9	-4	nt	2.6	-12	2.3	-4	nt	1
CCOc1cc2[nH]c(=S)n(CCCOC)c(=O)c2cc1OCC	6	-5	1	-1.5	-12	-2.2	-3	7	-6
CC(OC(=O)c1nc(Cl)ccc1Cl)C(=O)c1ccccc1 (stereo not drawn)	1	-4	-1	-1.2	3	-2.7	5	-17	-7
COc1cc2ncnc(NCc3ccco3)c2cc1OC	10	-5	2	0.7	5	0.4	2	11	-6
COC(=O)C1CSc2[nH]c(=O)sc2C1c1ccc(OC)c(OC)c1 (stereo not drawn)	-18	-2	18	0.4	-9	-0.6	13	-7	1
CC(C)CC1(C(=O)NCc2cc(F)cc(C(F)(F)F)c2)C=CCN1C(=O)c1ccccc1 (stereo not drawn)	-3	-8	-3	-1.6	-27	-1.4	12	-7	-9
Cc1cc(C(=O)Nn2c(-c3ccc(Br)cc3)nc3ccccc3c2=O)ccc1[N+](=O)[O-]	7	-2	0	4.1	0	4.5	-5	-13	-9
O=C(Nc1cccc([N+](=O)[O-])c1)C1CC(=O)N(C2CCCCC2)C1 (stereo not drawn)	-18	-4	5	0.1	-19	1.5	13	-3	-7
COc1cc(-c2nnc3sc(Cc4ccc(Cl)cc4)nn23)cc(OC)c1OC	-11	-4	-1	4.0	-11	-0.3	7	-19	-3
Oc1cccc(O)c1O	nt	nt	nt	0.5	-23	0.7	nt	nt	1
CC1=NN(C(=O)c2ccc(Br)cc2)C(O)(c2ccccc2)C1 (stereo not drawn)	-6	-8	0	-1.0	-25	-1.6	10	16	-11
CCOc1ccccc1OCC(=O)Nc1ccc(N2CCCCC2)cc1	-2	-7	2	-1.0	-13	-1.7	4	0	-5
Cc1c(NS(=O)(=O)c2ccccc2)cc(Cl)c(O)c1C	14	-6	23	0.3	-1	0.7	-7	7	-8
COc1cccc(-c2ccc3c(c2)O[C@H](CN(C)C(=O)c2ccccc2F)[C@H](C)CN([C@H](C)CO)S3(=O)=O)c1	-10	1	33	nt	nt	nt	-5	16	nt
CCCc1cc(=O)[nH]c(SCc2nc3ccccc3o2)n1	2	-4	-4	0.0	-16	0.9	4	-7	-3
Cn1ccnc1-c1nnn(-c2ccc(F)cc2)n1	8	-4	13	0.7	-3	0.1	-1	0	-1

4 neighbouring compounds already listed:
SMILES	M1 antag	M1 ag	TAAR1 ag	V1aR counter	CHO parental Ca	OXTR agonist	CHRM1 PAM	TAAR1 antag	OXTR potentiator
O=S(=O)(Nc1ccccc1Cl)c1ccc(-c2ccccn2)s1	-5	-3	-2	0.7	-10	-0.6	4	13	-6
COc1cc(/C=C2\C(=N)N3N=C(S(C)(=O)=O)SC3=NC2=O)cc(OC)c1OCCOc1cccc(C)c1	-18	-2	0	-0.8	-3	-2.1	10	13	-20
O=C(CCC1CC(=O)Nc2ccccc21)NCc1cccnc1 (stereo not drawn)	-7	-3	1	0.4	-7	-0.1	9	-4	-2
COc1ccc(C(CNC(=O)c2ccc(C)c(S(=O)(=O)N3CCOCC3)c2)N2CCCC2)cc1 (stereo not drawn)	6	-9	1	nt	nt	nt	-5	-7	nt

Remaining list, next part
SMILES	M1 antag	M1 ag	TAAR1 ag	V1aR counter	CHO parental Ca	OXTR agonist	CHRM1 PAM	TAAR1 antag	OXTR potentiator
CC(C)c1nnc(NC(=O)c2cccc(NC(=O)C(F)(F)F)c2)s1	-5	-2	9	0.1	-8	0.2	6	-10	-13
CC1(C(=O)NC2CCCCCCC2)CCC(=O)N1Cc1ccco1 (stereo not drawn)	-15	-6	2	0.2	-1	0.0	2	-1	1
CCN(c1ccc(NC(=O)COC(=O)C(C)N=C2NS(=O)(=O)c3ccccc32)cc1)C(C)C (stereo not drawn)	1	-6	0	nt	nt	nt	1	-18	nt
CC(=O)NC(c1ccccc1)c1nc(-c2cccc(C(C)C)c2)cs1 (stereo not drawn)	-8	-4	6	nt	nt	nt	4	-16	nt
O=C(/C=C/c1cccc(F)c1)NC1CCN(Cc2ccccc2)CC1	-14	-8	4	0.4	-11	1.3	17	-11	1
COc1cc(C)ccc1OCCOCCOc1ccccc1Br	1	-4	-2	-0.2	-8	-1.4	2	1	-15
Cc1cccc(NC(=O)C2CCCN(S(=O)(=O)c3ccc4[nH]c(=O)ccc4c3)C2)n1 (stereo not drawn)	-2	-3	4	-0.9	-8	-1.9	4	-11	-22
c1ccc(CSCc2cn3ccccc3n2)cc1	-13	-8	2	0.5	3	-0.8	8	15	-8
CC(C)C(NC(=O)C(NC(=O)C1OC2OC(C)(C)OC2C2OC(C)(C)OC12)C(C)C)C(=O)O (stereo not drawn)	-6	-3	4	1.1	-10	0.1	6	-5	-14
O=C(Nc1ccc(Cl)cc1)Nc1csc([N+](=O)[O-])c1	29	8	14	3.9	65*	7.8	-3	20	-16
CCc1nnc(NC(=O)CN2C(=O)NC3(CC(C)CC(C)(C)C3)C2=O)s1 (stereo not drawn)	-7	-4	1	-0.1	-13	-0.8	-5	15	-3
Nc1cc(=O)[nH]c(SCCOc2ccccc2)n1	8	-3	8	0.3	1	0.1	-13	8	-6
COc1ccc(CNC(=O)C/C(C)=N/NC(=O)COc2ccc(C)cc2Br)cc1	-8	-3	2	-0.5	-9	-1.9	4	6	-1
CCN(CC)S(=O)(=O)c1ccc(OCC2CCCCO2)c([N+](=O)[O-])c1 (stereo not drawn)	7	-5	2	4.2	-2	1.7	-7	-9	-8
COc1ccc(-n2nc(C(=O)NCC(=O)N3CCCCC3)c3ccccc3c2=O)c(OC)c1	-2	-5	0	0.1	-14	0.0	6	1	-11
OC(c1ccc(Cl)c(F)c1)c1ncc(-c2ccccc2Cl)[nH]1 (stereo not drawn)	-8	-2	10	nt	nt	nt	-2	7	nt
CC(Oc1ccc(Br)cc1)C(=O)O/N=C(\N)c1ccncc1 (stereo not drawn)	0	-2	16	3.4	-16	0.9	2	1	-6
COc1ccc(S(=O)(=O)N2CCC(C(=O)N3CCOCC3)CC2)cc1OC	-23	0	1	0.6	-14	-0.3	13	-3	1
CCN1C(=O)CC(N2CCC(Nc3ccc(F)cc3)CC2)C1=O (stereo not drawn)	-10	0	8	1.7	-18	0.6	0	-11	-12
CCCNC(=S)NNC(=O)c1cccs1	-17	-3	3	1.8	-1	1.8	10	-26	-1
Cc1cc(NC(=O)CSc2ncnc3c2cnn3-c2ccccc2)no1	-8	-2	0	1.0	-10	-0.2	11	-15	-12
CCOc1ccc(NC(=O)Cn2nnc3c(cnn3-c3ccc(F)cc3)c2=O)cc1	-12	-6	11	0.9	-8	-0.4	6	13	0
CN(C)c1ccc(-c2ccnc3c2CC(C)(C(=O)NCc2cccc(Cl)c2)O3)cc1 (stereo not drawn)	-9	-7	-1	nt	nt	nt	2	-19	nt
COc1cccc(NC(=O)CSc2nnc(-c3cccc(OC(C)C)c3)n2N)c1	-9	-1	3	-0.1	-26	-0.4	7	10	-7
Cc1ccc(NC(=S)NCc2ccc(S(N)(=O)=O)cc2)cc1Cl	-3	-2	16	0.9	5	2.5	11	23	-2
CSCc1c(C(=O)OCC(=O)c2ccc[nH]2)oc2ccccc12	-4	-3	-1	nt	nt	nt	6	-3	nt

Outcome played no part in choosing rows, and some 3.7% of all compounds hit somewhere here.
